# Screens deposited in PubChem BioAssay by National Center for Advancing Translational Sciences (NCATS).
# Rab9 promoter act = activates the Rab9 promoter; Huh7 Rab9 promoter-luciferase reporter, luminescence, 24 h; Potency, µM (titrated, usually from 9.22 µM), for the others: top-dose activation, negative = inhibition, hits mostly activators; 2.8% of 320,000 active; AID 485297; also: % of control where 0% means no effect; nearly all actives have a fitted effect of over 60% in size
#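 Huh7 reporter line, Rab9 promoter upstream of luciferase. Compound exposure 24 h at 37 °C in reduced-serum medium with 10% FBS. Read-out: luminescence.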
# FLuc counter = counter-screen for miR-21 project: firefly luciferase inhibitors or activators; purified FLuc, Km substrates, luminescence inhibition; Potency, µM (titrated, usually from 57.5 µM), inactives show at the highest dose activity change, negative = inhibition, actives largely listed as inhibitors; 6.9% of 360,000 active; AID 588342;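 also: plate controls were vehicle for no effect and reference inhibitor for full effect; nearly all actives have a fitted effect of over 55% in size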
#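 Purified P. pyralis luciferase (10nM final) with 10uM D-luciferin and 10uM ATP (Km levels) in 50mM Tris acetate pH 7.5, 10mM Mg acetate, 0.01% Tween-20, 0.05% BSA; qHTS 6-point titration, ~60 µM downward; luminescence read.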
# uPA generation = cell surface uPA generation inhibition | Potency, µM (doses to about 38.3 µM), inactives show at the top dose activity change, negative = inhibition, usual class: inhibitors | 0.31% of 330,000 active | cell surface uPA generation assay, qHTS; active = well fitted inhibition curve with a large enough effect; inconclusive = small, poorly fitted or top-dose-only effect; inactive = no such curve, though single readings can be large or run the other way; tested in mouse RAW 264.7 cells; also: % is scaled to controls: 0 for no effect and ±100 for the full control effect; nearly all actives have a fitted effect of over 55% in size
# ELG1 genotox = inducers of genotoxicity in HEK293T ELG1-luciferase cells; HEK293T ELG1-luciferase reporter, luminescence, 16 h; Potency, µM (series often up to 46 µM), for the others: at the highest dose activity change, positive = activation, hits mostly activators; 1.3% of 330,000 active; also: % of control where 0% means no effect; nearly all actives have a fitted effect of over 60% in size
#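 Genotoxic stress is detected as increased luminescence from luciferase-tagged ELG1 in HEK293T cells, measured with ONE-Glo after a 16 hr treatment at 37 °C.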
# RORg inh = inhibitors of mouse ROR gamma transcriptional activity; P51450; Potency, µM (series often up to 53.6 µM), for the others: top-dose activity change, negative = inhibition, most hits filed as inhibitors; Drosophila S2 Gal4-RORgamma UAS-luciferase reporter, 20 h; 5.4% of 310,000 active; AID 2551; also: % is scaled to controls: 0 for no effect and ±100 for the full control effect; nearly all actives have a fitted effect of over 60% in size
# Target sequence (P51450 whole entry, looked up, the tested form may be a part): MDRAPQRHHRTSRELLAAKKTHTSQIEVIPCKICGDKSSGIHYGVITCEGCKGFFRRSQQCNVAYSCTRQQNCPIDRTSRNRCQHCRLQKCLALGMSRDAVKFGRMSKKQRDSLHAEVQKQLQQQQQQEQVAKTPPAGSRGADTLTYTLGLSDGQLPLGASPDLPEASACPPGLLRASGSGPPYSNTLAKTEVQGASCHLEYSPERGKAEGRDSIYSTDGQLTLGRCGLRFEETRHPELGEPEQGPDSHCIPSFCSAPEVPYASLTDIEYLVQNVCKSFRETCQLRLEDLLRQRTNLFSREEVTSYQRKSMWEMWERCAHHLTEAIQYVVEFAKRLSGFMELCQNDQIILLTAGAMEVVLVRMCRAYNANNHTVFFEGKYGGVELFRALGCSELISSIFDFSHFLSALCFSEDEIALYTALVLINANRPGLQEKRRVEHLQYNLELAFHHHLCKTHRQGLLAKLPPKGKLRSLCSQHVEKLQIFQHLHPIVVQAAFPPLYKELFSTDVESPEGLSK
#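 Drosophila Schneider cells stably carrying a metallothionein-driven Gal4 DBD–ROR gamma fusion and a UAS-Photinus luciferase reporter were exposed to compound for 1 hr, then induced with copper sulfate (700 uM final) for 20 hr at ambient temperature before luminescence reading.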
# BRCA1 expr act = increases BRCA1 expression; Potency, µM (highest dose often 46.1 µM), inactives show top-dose activation, usual class: activators; MCF7-BRCA1-FFLuc reporter, luminescence, 48 h; response scale: scaled: vehicle 0%, 10 µM genistein 100%; AID 624202; 1.1% of 380,000 active; also: nearly all actives have a fitted effect of over 80% in size; some results filed as inactive show a strong effect at the top dose
#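 Cells: MCF7-BRCA1-FFLuc, 2000/well. Exposure: 48 h, 37 °C, 5% CO2. Read: luminescence, 15 min post-substrate. Controls: genistein 10 microM (maximal activation), DMSO (neutral).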
# MBNL1 CUG block = blocks human MBNL1 binding to CUG repeat RNA | Q9NR56 | TR-FRET MBNL1-His/biotin-(CUG)12 binding, 665/545 ratio | Potency, µM (titrated, usually from 57.5 µM), without a hit: at the top dose activity change, negative = inhibition, actives largely listed as inhibitors | 0.036% of 280,000 active; active = well fitted inhibition curve with a large enough effect in the signal ratio, with a control signal flat, not every such curve was filed as active; inconclusive = small, poorly fitted or top-dose-only effect, or effect the other way, or a change in a side signal; inactive = no such curve, though single readings can be large or run the other way; the % refers to the signal ratio; also: % is scaled to controls: 0 for no effect and ±100 for the full control effect
# Target sequence (Q9NR56 whole entry, looked up): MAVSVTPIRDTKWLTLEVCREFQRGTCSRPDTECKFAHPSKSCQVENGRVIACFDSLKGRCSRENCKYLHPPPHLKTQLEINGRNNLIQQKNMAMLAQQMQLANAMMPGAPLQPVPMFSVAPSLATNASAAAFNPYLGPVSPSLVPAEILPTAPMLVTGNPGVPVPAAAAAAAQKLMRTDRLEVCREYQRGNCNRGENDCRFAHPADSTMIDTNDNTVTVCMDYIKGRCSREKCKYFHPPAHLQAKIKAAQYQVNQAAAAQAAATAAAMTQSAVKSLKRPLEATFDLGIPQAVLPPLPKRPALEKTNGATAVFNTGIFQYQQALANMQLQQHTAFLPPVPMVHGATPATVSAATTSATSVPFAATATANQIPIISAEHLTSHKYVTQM
#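 Compound titration spanned 92 nM–58 uM against the MBNL1-His/biotin-(CUG)12 complex. After 60 min at room temperature with 5 nM streptavidin-XL665 and 0.055 ng/ul terbium anti-His, ratiometric 665/545 nm emission (Ex 340 nm) normalized to controls.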
# NPC1 prom act = NPC1 promoter activation | Huh7 NPC1 promoter luciferase reporter, 24 h | Potency, µM (doses to about 9.22 µM), inactives show top-dose activation, hits mostly activators | 2.4% of 320,000 active | AID 485313;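 also: % of control where 0% means no effect; nearly all actives have a fitted effect of over 60% in size; reporter is driven by a mutant NPC1 promoter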
#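 Quantitative HTS used a cell-based reporter: Huh7 cells stably bearing the NPC1 promoter upstream of luciferase were treated with compounds for 24 h, and promoter activation was read as luminescence.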
# CXXC DNA block = inhibitors of human MLL CXXC domain-DNA interaction. MLL-CXXC / FITC-HOXA9 DNA fluorescence polarization. Potency, µM (series often up to 115 µM), without a hit: at the highest dose activity change, negative = inhibition, hits mostly inhibitors. 0.037% of 290,000 active. Q03164. AID 2662; active = well fitted inhibition curve with a large enough effect in the polarisation, with a control signal flat, not every such curve was filed as active; inconclusive = small, poorly fitted or top-dose-only effect, or effect the other way, or a change in a side signal; inactive = no such curve, though single readings can be large or run the other way; the % refers to the polarisation
#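 Purified MLL-CXXC (added from a 7 uM solution) was preincubated 5 min at ambient with pinned compounds in 50 mM Tris-HCl pH 7.5, 50 mM NaCl, 1 mM DTT, 0.05% BSA. Fluorescein-labeled HOX-A9 DNA (50 nM solution) followed, 30 min, then polarization read.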
# p53 reactivation = re-activators of mutant p53; H1299 p53-A138V BP100-luciferase reporter, luminescence, 24 h; Potency, µM (doses to about 92.2 µM), without a hit: at the top dose activity change, positive = activation, actives largely listed as activators; 0.063% of 320,000 active; AID 504706; also: % of control where 0% means no effect; nearly all actives have a fitted effect of over 45% in size
#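 p53-null H1299 cells stably carrying temperature-sensitive p53-A138V and a BP100-luciferase reporter were pinned with compounds (4-point, 1:5 series) and held 24 hrs at 37 deg C. Luminescence was read 10 min after detection reagent.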
# Gal4-VP16 FLuc = counter-screen for ROR gamma inhibitors: Gal4-VP16 reporter | Potency, µM (doses to about 53.6 µM), for the others: at the highest dose activity, negative = inhibition, usual class: inhibitors | 3.5% of 310,000 active | Drosophila S2 Gal4-VP16 UAS-luciferase, luminescence, 20 h;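 also: Gal4-VP16 expression switched on by copper sulfate through the metallothionein promoter; % is scaled to controls: 0 for no effect and ±100 for the full control effect; nearly all actives have a fitted effect of over 50% in size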
# Active calls of the source: *; ? = inconclusive; · = not tested or not shown; & = joins results of further samples; [ ] = another dose, or the depositor's remark. Unless noted, calls follow the shape of the dose curve; as a rule, active = well fitted curve in the direction sought with a large enough effect; inconclusive = small, poorly fitted or top-dose-only effect, or another doubt; inactive = no such curve, though single readings can be large; an effect the other way counts as inactive or inconclusive. Potency is read from the fitted curve at half-maximal effect.
SMILES,Rab9 promoter act,FLuc counter,uPA generation,ELG1 genotox,RORg inh,BRCA1 expr act,MBNL1 CUG block,NPC1 prom act,CXXC DNA block,p53 reactivation,Gal4-VP16 FLuc
CC(C)C(C(=O)Nc1nccs1)N1C(=O)c2ccccc2C1=O (configuration not stated),-7%,-2%,1%,0%,-10%,12%,4%,0%,-3%,1%,-3%
CC1(C)CC(=O)C=C(NCCN2CCNCC2)C1,-1%,3%,-2%,0%,17%,-4%,-2%,-3%,-2%,0%,0%
CCCCN(C(=O)NC(=O)Nc1ccc(C)cn1)S(C)(=O)=O,-2%,4%,-2%,0%,1%,20%,14%,3%,2%,-5%,-1%
COc1ccc2c(C)cc(N3CCOCC3)nc2c1,24%,?,5%,8%,24%,65%,-3%,21%,6%,21%,14%
O=C(O)CSc1nnc(Cn2c(=O)sc3ccccc32)n1-c1cccc(Cl)c1,5%,1%,·,1%,8%,8%,6%,-2%,-4%,-10%,-2%
O=[N+]([O-])c1ccc(N/N=C2/CCCCC2c2ccccn2)cc1 (configuration not stated),-1%,3%,5%,5%,-2%,-11%,?,2%,8%,-5%,-17%
Cc1cc(C)n2nc(C(=O)N/N=C/c3c4ccccc4cc4ccccc34)nc2n1,-1%,-10%,-3%,-11%,35µM*,-41%,-8%,-2%,?,-2%,18µM*
O=C(CNC(=O)c1ccccc1F)OCC(=O)c1ccc(Cl)s1,13%,?,2%,1%,6%,7%,?,-2%,?,2%,7%
CCn1nc(C(=O)Nc2cc(Cl)ccc2-n2cncn2)c2ccccc2c1=O,-3%,2%,2%,-3%,·,-26%,·,0%,·,6%,·
CC1(C)Cc2cccc(C(=O)Nc3ccc(Cl)cc3)c2O1,-3%,-18%,-8%,-6%,2%,-17%,4%,-3%,6%,12%,10%
O=C(NCCCN1CCCC1)c1cc(Sc2ccc(F)cc2)nc2ccccc12,-1%,-2%,-6%,0%,?,-41%,13%,-2%,0%,6%,-12%
CC(=O)Nc1ccc(NC(=O)C/C(C)=N/NC(=O)C(=O)N2CCCC2)cc1,0%,3%,1%,1%,-20%,6%,-8%,-4%,-1%,-4%,0%
CN(C)/C=C/C(=O)c1ccc(Cl)s1,13%,-13%,-3%,?,-9%,0%,?,6%,1%,0%,-16%
CC(C)(C)C(=O)N1CCN(C(c2ccccc2)c2ccccc2)CC1,-3%,-3%,5%,-3%,17%,1%,-10%,3%,16%,-3%,-15%
COC(=O)[C@@H]1C[C@@]2(O)[C@H](O)[C@H](O)[C@H](O)C[C@H]2N1Cc1ccccc1OS(=O)(=O)c1ccc(C)cc1,0%,5%,-21%,4%,3%&23%,12%,0%,-3%,2%,-1%,-1%&0%
COc1ccc(Cl)cc1C(=O)N1CCC2(CC1)CC(=O)c1ccccc1O2,-4%,1%,-7%,-4%,·,-44%,·,-2%,·,5%,·
COc1ccccc1C(=O)NCC(=O)NCCc1ccc(Cl)cc1,2%,5%,-2%,1%,25%,23%,5%,-1%,-1%,-4%,-3%
CCC(NC(=O)C1CCCO1)c1ccccc1 (configuration not stated),0%,1%,3%,1%,31%,3%,0%,-1%,-1%,?,-4%
COc1ccc(/C=C2\SC(=S)N(CCC(=O)N3CCOCC3)C2=O)cc1,-15%,?,-8%,-1%,-22%,-70%[inhibitor],17%,-1%,-6%,28%,-11%
CN(CC(=O)Nc1c(Cl)cccc1Cl)C(=O)c1ccccc1Cc1ccccc1,-4%,-1%,2%,-17%,·,-12%,·,-3%,·,0%,·
Cc1ccc(-n2nc3cc(Cl)c(NC(=O)c4ccco4)cc3n2)cc1,3.5µM*,?,1%,12µM*,?,-44%,13%,?,10%,27%,1%
C/C(=N\Nc1nc(C(=O)O)cs1)c1ccccc1,17%,17µM*,-3%,3%,0.63µM*,38%,-3%,11%,8%,-2%,5µM*
CC(=O)NC(=O)c1ccc(-c2ccc(Cl)cc2)o1,19%,5.4µM*,-1%,10%,21%,48%,9%,-2%,9%,?,?
N#Cc1c(NC(=O)C2CC(Cl)=CCC2C(=O)O)sc2c1CCCC2 (configuration not stated),-2%,?,-6%,1%,12%,12%,-9%,0%,5%,3%,0%
CC(C)NC(=O)c1ccc(C(C)C)cc1,12%,?,-3%,10%,-1%,57%,-11%,18%,9%,14%,-13%
O=[N+]([O-])c1c(NCCCO)cc(N2CCN(Cc3ccc4c(c3)OCO4)CC2)c2nonc12,-3%,-1%,-10%,-6%,5µM*,-40%,?,-2%,1%,-8%,3.5µM*
C/C(CC(=O)Nc1cccc(Cl)c1Cl)=N\NC(=O)c1ccccc1Br,1%,-1%,-6%,1%,?,-25%,2%,0%,8%,-2%,?
CC(C)c1ccc(NC(=O)CCNC(=O)N2CC(=O)Nc3ccccc32)cc1,2%,-1%,5%,1%,-3%,-40%,0%,-14%,11%,-1%,4%
COc1ccc(Nc2nnc(SCC(=O)c3cc4ccccc4o3)s2)cc1,2%,-17%,4%,2%,21%,-42%,8%,20%,-14%,0%,-8%
CC(C)=C[C@@H]1C[C@H](C)[C@H]2CC[C@H](C)c3c(O)c(O)c(C)c1c32,-2%,-9%,-6%,0%,·,4%,·,8%,·,?,·
CCOc1ccc(NC(=O)COC(=O)c2ccc3c(c2)OCCO3)cc1,-1%,4%,-16%,-1%,·,11%,·,2%,·,2%,·
CN(CC(=O)N1CCc2[nH]c3ccc(F)cc3c2C1)CC1OCCO1,-1%,1%,0%,1%,22%,12%,-9%,-5%,3%,-5%,1%
COc1ccc(-c2nnn(CC(=O)N(CC(=O)NCCC(C)C)Cc3cccs3)n2)cc1OC,-1%,0%,·,-2%,40%,-17%,1%,-4%,-12%,2%,-3%
Cn1nc(C(=O)NC2CCCCC2)c2ccccc2c1=O,9%,0%,-2%,0%,19%,0%,4%,-3%,-8%,-1%,1%
Cc1c(NC(=O)C(Sc2ccccc2)c2ccccc2)cccc1[N+](=O)[O-] (configuration not stated),2%,0%,1%,-4%,23%,-10%,-5%,-2%,11%,-2%,4%
O=C(CNC(=O)c1ccc(Cl)cc1)Nc1ccc(S(=O)(=O)Nc2ncccn2)cc1,-2%,?,1%,-1%,31%,-3%,·,-6%,1%,4%,-7%
CC(C)CCNC(=O)CN(CC1CCCO1)C(=O)CCC(=O)Nc1nccs1 (configuration not stated),5%,3%,-3%,0%,11%,1%,-4%,0%,9%,7%,-10%

# Eight successive records already listed, for reference:
SMILES,Rab9 promoter act,FLuc counter,uPA generation,ELG1 genotox,RORg inh,BRCA1 expr act,MBNL1 CUG block,NPC1 prom act,CXXC DNA block,p53 reactivation,Gal4-VP16 FLuc
Cc1ccc(-n2nc3cc(Cl)c(NC(=O)c4ccco4)cc3n2)cc1,3.5µM*,?,1%,12µM*,?,-44%,13%,?,10%,27%,1%
C/C(=N\Nc1nc(C(=O)O)cs1)c1ccccc1,17%,17µM*,-3%,3%,0.63µM*,38%,-3%,11%,8%,-2%,5µM*
CC(=O)NC(=O)c1ccc(-c2ccc(Cl)cc2)o1,19%,5.4µM*,-1%,10%,21%,48%,9%,-2%,9%,?,?
N#Cc1c(NC(=O)C2CC(Cl)=CCC2C(=O)O)sc2c1CCCC2 (configuration not stated),-2%,?,-6%,1%,12%,12%,-9%,0%,5%,3%,0%
CC(C)NC(=O)c1ccc(C(C)C)cc1,12%,?,-3%,10%,-1%,57%,-11%,18%,9%,14%,-13%
O=[N+]([O-])c1c(NCCCO)cc(N2CCN(Cc3ccc4c(c3)OCO4)CC2)c2nonc12,-3%,-1%,-10%,-6%,5µM*,-40%,?,-2%,1%,-8%,3.5µM*
C/C(CC(=O)Nc1cccc(Cl)c1Cl)=N\NC(=O)c1ccccc1Br,1%,-1%,-6%,1%,?,-25%,2%,0%,8%,-2%,?
CC(C)c1ccc(NC(=O)CCNC(=O)N2CC(=O)Nc3ccccc32)cc1,2%,-1%,5%,1%,-3%,-40%,0%,-14%,11%,-1%,4%

# These rows are one share of the data; rates above refer to the full screens.
